# Assay outcomes (PubChem BioAssay)
# CHRM5 antagonist: CHRM5 antagonism in calcium assay; 360,000 compounds, 0.59% hits; AID 624040; CHO-hM5 cells, Fluo-8 calcium fluorescence, ACh EC80; inhibition, % at 3 µM;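 active means inhibition above a per-plate cutoff, the mean of that plate's test compounds plus 3 SD, cut at about 27% in these data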;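 further: 0% = acetylcholine EC80 with DMSO and 100% = DMSO without agonist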
# Target sequence (P08912 whole entry, looked up): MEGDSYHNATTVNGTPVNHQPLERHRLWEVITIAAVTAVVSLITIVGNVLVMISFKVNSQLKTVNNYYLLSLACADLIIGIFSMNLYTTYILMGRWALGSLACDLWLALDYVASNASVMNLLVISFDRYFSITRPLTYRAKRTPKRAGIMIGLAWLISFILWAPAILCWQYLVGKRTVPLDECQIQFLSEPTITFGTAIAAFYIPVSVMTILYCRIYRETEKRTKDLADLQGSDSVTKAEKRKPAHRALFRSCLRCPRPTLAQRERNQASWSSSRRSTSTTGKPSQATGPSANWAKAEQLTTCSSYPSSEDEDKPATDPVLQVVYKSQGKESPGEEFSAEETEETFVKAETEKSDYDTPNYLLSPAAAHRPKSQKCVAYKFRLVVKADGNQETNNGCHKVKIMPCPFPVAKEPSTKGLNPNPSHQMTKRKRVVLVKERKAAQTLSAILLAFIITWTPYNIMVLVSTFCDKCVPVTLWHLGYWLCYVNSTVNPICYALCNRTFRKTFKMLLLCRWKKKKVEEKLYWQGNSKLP
# M4 ag: CHRM4 agonism in calcium assay. P08173. CHO-K1 hM4/Gqi5, Fluo-8 calcium fluorescence; vehicle 0%, full acetylcholine response 100%. activation, % at 3 µM. 360,000 compounds, 0.14% hits;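 active means activation above the run mean over all test wells plus 3 SD, cut at about 32% in these data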;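 further: peak over basal fluorescence ratio per well then scaled between controls; 0% = DMSO wells and 100% = acetylcholine at EC100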
# Target sequence (P08173 whole entry, looked up): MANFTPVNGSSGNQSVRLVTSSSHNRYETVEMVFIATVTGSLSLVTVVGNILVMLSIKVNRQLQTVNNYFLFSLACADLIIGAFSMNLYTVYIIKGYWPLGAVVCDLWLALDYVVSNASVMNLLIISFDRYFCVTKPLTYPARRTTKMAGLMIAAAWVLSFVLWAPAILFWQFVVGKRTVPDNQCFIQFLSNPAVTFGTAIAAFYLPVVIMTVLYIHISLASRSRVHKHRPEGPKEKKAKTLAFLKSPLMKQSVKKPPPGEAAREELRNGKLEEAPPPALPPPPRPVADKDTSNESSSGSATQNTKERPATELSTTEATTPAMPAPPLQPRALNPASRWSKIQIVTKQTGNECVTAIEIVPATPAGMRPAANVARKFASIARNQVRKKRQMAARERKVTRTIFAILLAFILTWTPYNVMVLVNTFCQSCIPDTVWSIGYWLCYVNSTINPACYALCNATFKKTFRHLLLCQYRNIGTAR
# CRFR2-BP antag: antagonists of CRF-binding protein/CRF-R2 receptor complex; inhibition, % at 11.8 µM; 350,000 compounds, 0.59% hits; HEK293 CRF-R2/CRF-BP, CRF-induced calcium fluorescence; AID 588475;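 active means inhibition of the ligand-induced calcium signal above about 50% at the single tested concentration, limit read from the data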
# M5 PAM: positive allosteric modulators of human muscarinic M5 receptor; 360,000 compounds, 0.3% hits; CHO-K1 hM5, Fluo-8 calcium, ACh EC20 PAM; 0% = ACh EC20, 100% = ACh EC100; activation, % at 3 µM;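 active means activation above the run cutoff, the mean activation of all test compounds plus 3 SD, cut at about 18% in these data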
#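 Assay system: CHO-K1 hM5 cells. Also added: acetylcholine at EC20 concentration, added after compound. Dosing: 3 µM, single dose. Times: compound preincubation 140 s before EC20 acetylcholine addition. Signal: Fluo-8 calcium fluorescence. Measure: % activation relative to EC20 and EC100 ACh responses. Repeats: singlicate, one well per test compound.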
# M5 ag: agonists of human muscarinic M5 receptor (CHRM5). CHO-K1 hM5 cells, Fluo-8 calcium fluorescence; 0% DMSO wells, 100% maximal acetylcholine response. activation, % at 3 µM. 360,000 compounds, 0.19% hits;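 active means activation above the run's mean over test compounds plus 3 SD, cut at about 23% in these data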;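 further: signal is peak over basal fluorescence ratio across the kinetic read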
# IDE inh: cellular human IDE inhibition; P14735; HEK cells, FAbetaB cleavage, fluorescence polarization; 320,000 compounds, 0.41% hits; inhibition, % at 5.59 µM; AID 434962;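 active means percent inhibition above the average of all tested compounds plus 3 SD, set per screening campaign, cut at about 16% in these data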;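 further: IDE supplied by intact live HEK cells; FP after avidin binding of uncleaved biotin substrate so inhibition keeps polarization high; 0% = DMSO wells and 100% = 60 µM reference IDE inhibitor Ii1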
# CHRM4 antagonist: CHRM4 antagonism in calcium assay. inhibition, % at 3 µM. 360,000 compounds, 0.73% hits. CHO-hM4 cells, ACh EC80, Fluo-8 calcium fluorescence. AID 624125. P08173;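 active means inhibition above its plate's cutoff, the mean inhibition of sample wells plus 3 SD, cut at about 27% in these data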;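 further: 0% = acetylcholine EC80 with DMSO and 100% = DMSO without agonist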
# CRFBP-R2 agonist: CRF-BP/CRF-R2 complex agonism; HEK293 CRF-R2/CRF-BP, calcium dye fluorescence (FLIPR); percent of saturating CRF peptide response; activation, % at 13.2 µM; 350,000 compounds, 0.46% hits; AID 588473;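 active means activation of at least 50%, plus an integration ratio under a set limit after plate pattern correction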;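 further: plate controls were neutral control wells without compound for no effect and CRF at EC100 for full effect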
# CHRM4 PAM: potentiates acetylcholine response at human M4 receptor | activation, % at 3 µM | 360,000 compounds, 0.4% hits | P08173 | AID 624126 | CHO-K1 hM4/Gqi5, Fluo-8 calcium fluorescence, ACh EC20; 0% = ACh EC20, 100% = maximal ACh;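 active means activation above its plate's cutoff, the mean activation of sample wells plus 3 SD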; further: some results filed as inactive read as strong as hits
# * hit, by the source's call; / = no result given.
CHRM5 antagonist	M4 ag	CRFR2-BP antag	M5 PAM	M5 ag	IDE inh	CHRM4 antagonist	CRFBP-R2 agonist	CHRM4 PAM	Molecule
5	0	-11	0	-3	5	9	-0.2	-4	COc1nn(CC(=O)N2N=C(C)CC2(O)C(F)(F)F)cc1[N+](=O)[O-] (stereo not given)
17	22	/	-18	9	/	22	/	-13	CCN(CC)C(=O)c1cccc(-c2csc(C(C)(O)c3ccc(OC)cc3)n2)c1 (stereo not given)
7	4	-1	-1	4	1	10	0.4	1	COc1cc(C)c(CN2CCN(CC(=O)Nc3ccccc3C(=O)NC3CC3)CC2)cc1OC
-9	1	-6	1	-1	1	-2	-1.0	1	CCS(=O)(=O)n1nc(-c2ccco2)nc1N
2	1	-11	5	4	0	-5	0.4	1	CCOc1ccccc1NC(=O)CCNS(=O)(=O)c1ccccc1
6	3	0	0	5	-5	6	0.8	-1	CS(=O)(=O)Nc1ccc(C(=O)Nc2ccccc2-c2ccccc2)cc1
6	1	0	3	-2	5	-4	-0.1	3	Cc1cccc(-n2c(C)nc3cc(C(=O)NCC4CCCO4)ccc32)c1 (stereo not given)
5	3	10	-11	2	/	12	-0.9	-10	Cc1ccc2c(CSc3nc4ccccc4c(=O)n3CCCO)cc(=O)oc2c1
7	3	14	-5	0	0	-8	-1.9	-1	Clc1cccc(N2CCN(c3nnnn3-c3ccccc3)CC2)c1
-2	1	22	-7	4	0	9	-2.4	-2	CCN(CC)C(=O)CSCC(=O)Nc1ccccc1
-8	2	1	6	-1	-1	7	-1.2	7	COC(=O)CSc1nc(C2CC2)nc2ccccc12
-4	0	-1	1	1	-1	-10	0.0	8	CCCc1[nH]nc2c1C(c1ccc(OCCN3CCOCC3)c(OCC)c1)C(C#N)=C(N)O2 (stereo not given)
2	0	-1	1	-2	5	-1	-0.9	-3	Cc1ccc(CS(=O)(=O)CCC(=O)NCCc2ccccc2)cc1
9	1	9	0	-15	1	0	-1.2	-3	COC(=O)CSC(=S)N1C(C)CCCC1C (stereo not given)
9	1	8	1	0	10	4	1.3	-2	CC(C)Oc1cccc(C(=O)C2CCCN(C(=O)c3csnn3)C2)c1 (stereo not given)
-5	0	-2	3	3	4	13	-1.9	2	COc1cc(OC)cc(C(=O)NNC(=O)CN2C(=O)NC3(CCCC3)C2=O)c1
8	4	-8	-9	-1	-1	4	0.8	-6	Cc1ccc(N2C(=O)c3ccccc3C2C(=O)c2ccc(O)cc2O)cc1 (stereo not given)
16	1	3	-3	-6	0	1	-0.9	0	CN1CCN(CC(O)COC(c2ccccc2)c2ccccc2)CC1 (stereo not given)
-15	-3	-7	-2	-6	0	1	3.7	2	COc1ccccc1-c1cc(C(=O)Nc2c(F)cc(F)cc2Br)no1
6	2	25	-1	-1	1	-17	1.9	8	Cc1ccc(C(=O)OCC(=O)Nc2ccc3[nH]c(=O)[nH]c3c2)o1
5	0	35	-5	-14	0	9	-0.7	-7	Cc1onc(-c2c(F)cccc2Cl)c1C(=O)OCc1cnc(Cl)s1
11	1	-10	-6	3	1	8	0.9	-2	O=C(CNC(=O)c1ccc(Cl)cc1Cl)OC1CCCCC1=O (stereo not given)
-16	2	9	6	1	/	-6	0.8	2	O=C(Nc1cccc(C(=O)NC2CC2)c1)c1ccccc1
-7	1	13	-1	-7	10	-6	-1.9	-2	S=C(NCc1ccccc1)N1CCc2ccccc2C1
4	1	7	-1	0	6	-2	-2.6	8	O=C(/C=C\NCC(=O)c1ccccc1)c1ccc2ccccc2c1

# Record cards, as listed above. Order of values: CHRM5 antagonist | M4 ag | CRFR2-BP antag | M5 PAM | M5 ag | IDE inh | CHRM4 antagonist | CRFBP-R2 agonist | CHRM4 PAM
# `Cc1ccc(C(=O)OCC(=O)Nc2ccc3[nH]c(=O)[nH]c3c2)o1` across the screens: 6 | 2 | 25 | -1 | -1 | 1 | -17 | 1.9 | 8
# `O=C(/C=C\NCC(=O)c1ccccc1)c1ccc2ccccc2c1` across the screens: 4 | 1 | 7 | -1 | 0 | 6 | -2 | -2.6 | 8

# Later entries.
CHRM5 antagonist	M4 ag	CRFR2-BP antag	M5 PAM	M5 ag	IDE inh	CHRM4 antagonist	CRFBP-R2 agonist	CHRM4 PAM	Molecule
-8	2	3	4	1	3	-10	0.7	5	COC(=O)c1ccc(N(C(=O)CNC(=O)c2ccco2)C(C(=O)NCC2CCCO2)c2ccc(OC)c(OC)c2)cc1 (stereo not given)
7	2	3	1	-1	-7	1	0.2	-13	COc1ccc(C2CCCN2C(=S)Nc2cccc(C)c2C)cc1OC (stereo not given)
0	1	-8	-3	-4	-6	-6	-1.9	5	O=[N+]([O-])c1cccc(C(=Nc2ccccc2)NO)c1
11	-1	-12	-3	-3	-1	6	-0.1	1	CSc1ccc(/C=N/n2c(C3CCCCC3)n[nH]c2=S)cc1
13	6	4	-4	-4	1	-2	-0.3	-9	O=[N+]([O-])c1ncccc1OCc1ccc(Cl)c(Cl)c1
1	-1	3	0	2	5	-10	-0.5	-10	COc1cc(/C=C/C(=O)O)cc(S(=O)(=O)Nc2ccccc2Oc2ccccc2)c1OC
-6	0	5	6	0	3	0	-1.6	19	On1nnc2ccccc21
3	1	2	0	1	0	-1	-0.3	1	Cc1ccccc1NC(=O)CON=C(N)c1ccccc1
7	3	12	-6	-3	1	8	-1.4	-3	COc1ccc(Cl)cc1NC(=O)Nc1ccccc1C(N)=O
10	0	2	-3	1	-7	-1	0.3	5	O=C(NN=c1c(=O)c2ccccc2c1=O)c1ccccc1
-2	2	-10	11	10	-1	2	13	2	O=C(/C=C/c1ccc(NC(=O)c2ccccc2-c2ccccc2C(=O)O)cc1)c1ccccc1
1	1	8	5	-2	2	0	-0.3	9	COc1cc(C2C(C#N)=C(N)Oc3cc(N)ccc32)cc(OC)c1OC (stereo not given)
7	0	7	3	-1	3	0	-1.9	-5	Cc1cccn2c(=O)c3cc(C(=O)NCCCOC(C)C)sc3nc12
16	11	-4	-13	-3	-4	-10	-1.4	1	CC(C)(C)C(=O)N1CCN(c2ccc([N+](=O)[O-])c(NCc3cccnc3)c2)CC1
2	6	-13	-5	7	/	10	2.6	-2	COc1cc(C(c2c(NC(=O)c3ccco3)sc(C)c2C)N2CCOCC2)cc(OC)c1OC (stereo not given)
-11	0	-6	9	-1	-5	-3	-2.7	1	CCOc1ccc(CCNC(=O)C2CCCN2C(=O)OCc2ccccc2)cc1OCC (stereo not given)
-1	1	-18	-5	-1	2	1	0.6	-1	Cc1nc2ccc(S(=O)(=O)N(C)CC(=O)N3CCc4ccccc4C3)cc2s1
14	1	-6	-6	1	-1	-2	-0.2	4	Cc1cccc(C(=S)N2CCOCC2)n1
-11	5	-4	3	6	9	-13	0.6	5	C[C@@]12C(=O)N(Cc3ccccc3)CC(=O)N1[C@H]1c3ccccc3OC[C@@H]1[C@@H]2c1ccccc1
7	7	6	-6	1	-1	-8	-0.5	0	CC1CCCN(C(=S)Nc2ccc3nc4n(c(=O)c3c2)CCCCC4)C1 (stereo not given)
9	10	-20	-5	-2	10	-3	1.3	-9	COc1cc(NC(=O)c2ccc(OC)c([N+](=O)[O-])c2)ccc1NC(=O)c1ccco1
10	2	-76	-7	1	10	2	-3.1	-1	CCOc1ccc(C(=O)NCC(=O)OCc2c(F)cccc2Cl)cc1
17	0	8	-10	-2	/	-12	-2.0	4	Cc1ccc(F)cc1NC(=O)COC(=O)C1CC2CCCC(C1)C2=O (stereo not given)
2	4	-9	-19	-22	0	-18	-0.1	-30	COc1cccc(C(=O)C2CCCN(Cc3cccc(-n4cccn4)c3)C2)c1 (stereo not given)
5	1	29	-2	0	-2	2	-2.8	5	COc1ccc(C(=O)NC(=S)N2CCCCC2)cc1[N+](=O)[O-]

# An excerpt from above in order of the CHRM5 antagonist value, highest first:
CHRM5 antagonist	M4 ag	CRFR2-BP antag	M5 PAM	M5 ag	IDE inh	CHRM4 antagonist	CRFBP-R2 agonist	CHRM4 PAM	Molecule
7	3	12	-6	-3	1	8	-1.4	-3	COc1ccc(Cl)cc1NC(=O)Nc1ccccc1C(N)=O
5	3	10	-11	2	/	12	-0.9	-10	Cc1ccc2c(CSc3nc4ccccc4c(=O)n3CCCO)cc(=O)oc2c1
2	1	-11	5	4	0	-5	0.4	1	CCOc1ccccc1NC(=O)CCNS(=O)(=O)c1ccccc1

# (next part)
CHRM5 antagonist	M4 ag	CRFR2-BP antag	M5 PAM	M5 ag	IDE inh	CHRM4 antagonist	CRFBP-R2 agonist	CHRM4 PAM	Molecule
0	0	-27	-1	0	-3	1	0.5	14	CN1CCN(S(=O)(=O)c2ccc(NC(=O)Cc3cccs3)cc2)CC1
2	8	-4	3	0	4	-1	-1.9	-2	CCOCCCNC(=O)c1cc2c(=O)n(CC)c3ccccc3c2s1
0	1	16	8	0	-3	4	2.4	7	O=C(NC(Cc1c[nH]c2ccccc12)C(=O)O)c1ccco1 (stereo not given)
-1	1	-13	1	-4	2	-2	0.1	1	COc1ccc(OCC(=O)OC2CCN(C)CC2)cc1
-1	1	5	2	-10	2	-10	0.7	1	CCNC(=S)N1CCN(CCNC2=CC(=O)CC(C)(C)C2)CC1
4	1	-8	-4	-2	-6	-12	4.4	7	CCOC(=O)c1ccc(CN2Cc3ccccc3C2=O)cc1
19	15	5	-15	6	2	7	-1.3	-12	O=C(Nc1ccccc1)Nc1ccc(S(=O)(=O)N2CCCCC2)cc1
8	15	-104	-6	5	8	-8	117*	-16	Cn1c(O)c(/C=N/NC(=O)c2cc3ccccc3cc2O)c2ccccc21
6	2	-7	1	-3	-5	-5	0.8	-3	O=C(c1cc(-c2ccc(Cl)cc2)on1)N1CCCCCC1
0	6	10	-2	3	-9	-12	-1.5	4	CC(C)CN(C(=O)/C=C/c1nc2ccccc2s1)C1CCS(=O)(=O)C1 (stereo not given)
10	7	-6	-8	-4	-2	0	0.4	-6	O=C(CSc1nc2ncccc2[nH]1)Nc1ccccc1-c1ccccc1
9	1	12	-6	4	3	-4	2.3	-9	Cc1ccnc(NC(=O)Cn2c(=O)oc3cc(S(=O)(=O)N4CCCC4)ccc32)c1
0	0	22	1	0	2	0	0.7	0	CC1CN(c2cc(=O)n(-c3cccc(Br)c3)c(=O)[nH]2)CC(C)O1 (stereo not given)
3	0	8	-5	-6	-1	-11	-0.5	2	COc1ccc(CC(=O)OC(C)C(=O)c2ccc(C)cc2)cc1 (stereo not given)
2	2	-7	-5	-6	-4	0	1.4	-7	COC(=O)C1=C(C)N(Cc2ccccc2)C(=NCCc2cccnc2)N[C@H]1c1ccccc1
17	1	25	-8	-4	-1	-3	-1.8	-4	CCOc1ccc(C(=O)CSCCC(=O)O)cc1
-9	2	-23	3	2	4	-7	4.0	10	Cc1nnc(SCCn2c(N3CCC(C)CC3)nc3c2c(=O)[nH]c(=O)n3C)s1
11	0	-13	-4	-4	0	-4	-0.4	-2	Cn1nc(C(=O)NCCCN2CCCCC2)c2c1-c1ccccc1S(=O)(=O)C2
-2	1	9	-1	-5	-5	-1	-1.4	-3	O=C(NNc1cc(N2CCCC2)nc(N2CCCC2)n1)c1ccc([N+](=O)[O-])cc1
7	4	-1	-2	2	6	4	-2.9	3	Cc1cc(Cl)ccc1OCCCC(=O)OCC(N)=O
2	0	-8	4	3	1	-9	2.9	13	CCn1c(C(C)NC(=O)c2cccc(C)c2)n[nH]c1=S (stereo not given)
6	1	-10	-1	0	-7	-1	-4.5	5	O=C(CCl)N1N=C(c2ccco2)CC1c1cccs1 (stereo not given)
